PG9 binder – binders of HIV-1 gp120 antibody PG9, primary screen, biochemical, TR-FRET; inhibition, % at 6.7 µM; HIV-1 gp120 / PG9 antibody interaction; AID 624416, 2012; TR-FRET gp120-PG9 antibody binding; 360,000 tested, 0.43% active; in the data active = inhibition above about 8.5%
PRMT1 FP inh – PRMT1 methyltransferase inhibitors, primary screen, biochemical, fluorescence polarization; Protein arginine N-methyltransferase 1 (Homo sapiens), Q99873; recombinant PRMT1, activity-based probe fluorescence polarization; inhibition, % at 2.79 µM; 370,000 tested, 1.3% active; AID 652257, 2013;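 active = inhibition above about 21% made by adding two undisclosed values, limit read from the data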
Target sequence (Q99873 whole entry, looked up): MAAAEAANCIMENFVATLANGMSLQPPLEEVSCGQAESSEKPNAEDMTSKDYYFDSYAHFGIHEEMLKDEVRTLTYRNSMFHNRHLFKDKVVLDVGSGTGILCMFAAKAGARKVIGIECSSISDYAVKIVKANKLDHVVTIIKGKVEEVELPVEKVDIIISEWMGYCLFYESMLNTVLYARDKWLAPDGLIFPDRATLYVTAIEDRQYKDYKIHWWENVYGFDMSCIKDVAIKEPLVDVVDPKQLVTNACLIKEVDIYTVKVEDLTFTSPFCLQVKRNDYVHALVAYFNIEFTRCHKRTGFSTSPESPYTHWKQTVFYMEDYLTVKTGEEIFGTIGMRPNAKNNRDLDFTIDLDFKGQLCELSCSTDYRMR
SIAE inh – human SIAE inhibitors, primary screen, biochemical, fluorescence polarization, FP-Rh probe, 1536-well HTS; Sialate O-acetylesterase (Homo sapiens), Q9HAT2; SIAE FP-Rh probe binding; inhibition, % at 9.66 µM; 370,000 tested, 0.69% active; AID 1053197, 2014;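 active = inhibition above a cutoff: mean of compounds within the control limits plus 3 SD of those, cut at about 17% in these data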;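 also: 0% = plate median of compound wells and 100% = probe without SIAE protein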
mABHD4 FP – ABHD4 inhibitors, primary screen, biochemical, fluorescence polarization, mouse; (Lyso)-N-acylphosphatidylethanolamine lipase (Mus musculus), Q8VD66; purified mABHD4, FP-Rh probe fluorescence polarization; inhibition, % at 8.92 µM; 370,000 tested, 0.54% active;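 active = inhibition exceeding the mean over every tested compound plus 3 SD, cut at about 30% in these data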;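 also: 0% = plate median of compound wells and 100% = S159A mutant with DMSO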
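system = mouse ABHD4 enzyme, wild type | medium = HEPES pH 7.0, NaCl, Pluronic buffer | also added = FP-Rh probe | incubation = Enzyme–compound pre-incubation 45 min, then probe 60 min, both 25 °C | technique = fluorescence polarization, excitation 525 nm, emission 598 nm, BODIPY TMR filters | controls = S159A mutant high control, sample median low control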
TDP2 inh – human TDP2 enzyme inhibitors, primary screen, biochemical, epi absorbance, recombinant enzyme. Tyrosyl-DNA phosphodiesterase 2 (Homo sapiens), O95551. T5PNP hydrolysis, p-nitrophenol absorbance 415 nm. inhibition, % at 12.8 µM. 370,000 tested, 0.34% active. AID 720702, 2013;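 active = inhibition above the mean of all tested compounds plus 3 SD, set per campaign, cut at about 25% in these data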;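 also: 0% = DMSO with enzyme and 100% = buffer with substrate but no TDP2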
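Test system: human TDP2 enzyme; Input: 120 nM TDP2 per well; Buffer or medium: Mg2+-containing Tris-HCl buffer, pH 7.5; Reagent: 5 mM T5PNP; Dosing: 12.8 µM single point, 1% DMSO; Incubation: reaction 2 h, 37 °C; Detection: p-Nitrophenol epi absorbance; Read-out: % inhibition relative to enzyme-containing and enzyme-free wells; Replicates: single well per compound.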
Rev-erbA mod – modulators of Rev-erb alpha DNA binding, primary screen, biochemical, FITC-DNA, fluorescence polarization, uHTS. Rev-erbα–FITC-DNA binding, 90 min. activity, % at 10 µM. 370,000 tested, 0.79% active. AID 1259318, 2017;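 active = activity above about 14%, limit read from the data; passing the limit was not always enough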;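 also: 0% = DMSO wells with 35 nM protein and 100% = DMSO wells with 750 nM protein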
Target sequence (P20393 whole entry, looked up): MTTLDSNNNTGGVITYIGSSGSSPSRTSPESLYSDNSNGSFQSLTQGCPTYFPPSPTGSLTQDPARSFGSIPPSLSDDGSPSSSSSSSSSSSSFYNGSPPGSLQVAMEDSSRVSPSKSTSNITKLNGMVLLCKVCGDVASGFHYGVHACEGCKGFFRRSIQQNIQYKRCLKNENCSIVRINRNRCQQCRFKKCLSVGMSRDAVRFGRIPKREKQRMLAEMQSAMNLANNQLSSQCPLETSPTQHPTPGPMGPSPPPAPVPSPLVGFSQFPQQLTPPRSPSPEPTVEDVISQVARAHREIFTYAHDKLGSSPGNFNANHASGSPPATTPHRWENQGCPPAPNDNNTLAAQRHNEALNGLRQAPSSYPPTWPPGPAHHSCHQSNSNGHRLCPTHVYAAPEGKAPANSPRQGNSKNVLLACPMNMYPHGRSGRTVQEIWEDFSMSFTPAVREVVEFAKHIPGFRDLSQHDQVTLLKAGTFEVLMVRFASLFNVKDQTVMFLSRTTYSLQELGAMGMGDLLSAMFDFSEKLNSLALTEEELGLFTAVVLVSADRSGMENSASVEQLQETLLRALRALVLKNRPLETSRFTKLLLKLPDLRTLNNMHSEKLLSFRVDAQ
rCAG RNA binder – binders of r(CAG) RNA repeats, primary screen, biochemical, fluorescence | r(CAG) RNA repeat, TO-PRO-1 dye displacement fluorescence | inhibition, % at 3 µM | 370,000 tested, 1.3% active | AID 651821, 2012;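 active = inhibition above the plate cutoff, the mean of all test compounds on that plate plus 3 SD, cut at about 35% in these data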;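 also: 0% = DMSO alone and 100% = 100 µM mitoxantrone as full dye displacement; higher means more dye released from RNA so lower well fluorescence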
HTRA1 inh – HTRA1 serine protease inhibitors, primary screen, biochemical, fluorescence polarization, HTS; Q92743; recombinant HTRA1, FP-rhodamine activity-based probe; 340,000 tested, 0.5% active; inhibition, % at 5.96 µM; in the data active = inhibition above about 36%;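 also: 0% = enzyme with DMSO and 100% = wells lacking enzyme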
TCR CD3 inh – inhibitors of human TCR-CD3 interaction, primary screen, biochemical, fluorescence, TAMRA-labeled TCR probe. T-cell receptor (TCR). inhibition, % at 9.4 µM. 360,000 tested, 0.37% active; in the data active = inhibition above about 19%;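 also: recombinant mutant TCR 2C K166C tagged with TAMRA read by polarization; 0% = receptor in buffer alone and 100% = receptor with positive control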
LEDGF integ inh – blockers of LEDGF/p75-dependent integrase strand transfer – biochemical, TR-FRET, high throughput, primary screen; HIV-1 integrase (with human LEDGF/p75); TR-FRET IN-LEDGF/p75 DNA integration, Eu/Cy5; inhibition, % at 3.7 µM; 370,000 tested, 0.64% active; AID 743269, 2014;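 active = inhibition above the screen-wide mean plus 3 SD, cut at about 13% in these data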;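 also: signal is the Cy5 over europium emission ratio at 671 and 618 nm; 0% = plate median of compound wells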
Numbers without * were called inactive; / = no result given; & = joins results of further samples.

Value order – PG9 binder	PRMT1 FP inh	SIAE inh	mABHD4 FP	TDP2 inh	Rev-erbA mod	rCAG RNA binder	HTRA1 inh	TCR CD3 inh	LEDGF integ inh
- O=C(CSc1nnc(-c2ccccc2F)n1C1CC1)Nc1ccc2[nH]c(=O)[nH]c2c1
 : -1.8	-1	4	0	22	-3	5	4	4	2
- Oc1c(C=C2N=c3ccccc3=N2)sc(=S)n1C1CCCCC1
 : -1.4&-1.3	-1&4	-8&4	3&-14	-5&-2	-4&5	2&2	2&-6	5&-9	-4&2
- Cc1cccc(Nc2nc3c(s2)CCCC3)c1
 : -1.1	1	8	16	-5	2	-2	-12	-1	-1
- O=C1CC(=C(c2ccccc2)c2ccccc2)C(=O)N1CCCN1CCN(c2cccc(Cl)c2)CC1
 : 0.3	-2	-4	8	-13	-1	6	-22	-2	-2
- COc1ccc(C2=NS(=O)(=O)N(C)C(C(=O)NCc3ccco3)=C2)cc1OC
 : -1.1	3	-3	-7	7	-5	6	-3	11	2
- CC(=O)c1cnc2ncnn2c1C
 : -3.2	-2	4	5	5	6	0	6	3	0
- Cc1cccc(OCC(=O)N/N=C/c2sc(=O)n(Cc3cccc(C(=O)O)c3)c2Cl)c1
 : 1.0	5	-2	-4	8	4	35*	-1	-10	1
- C[C@H](CO)N1C[C@H](C)[C@@H](CN(C)S(=O)(=O)c2ccc(F)cc2)Oc2ccc(NC(=O)Cc3cn(C)c4ccccc34)cc2C1=O
 : -0.6	0	-7	-6	-4	1	4	-28	7	0
- CN(C(=O)c1ccc(NC(=O)Cc2ccc(NC(=O)C3CCCN(C(=O)C4CC4)C3)cc2)cc1)C1CC1 (stereo not given)
 : 0.9	-5	2	2	-4	-5	-1	2	3	0
- COc1ccc(OC)c(CN(CCN2CCOCC2)C(=O)Nc2ccccc2)c1
 : -0.3	-3	-5	1	3	0	-1	-5	0	2
- CC(C)COc1ccc(C(=O)N/N=C/c2ccoc2)cc1
 : -0.6	0	-4	-8	-4	-6	0	-28	1	0
- CCc1c(C)n([O-])c2c([n+]1=O)CCC2
 : -3.2	-3	4	5	-13	-2	-3	-4	6	-3
- COc1ccc(S(=O)(=O)CCC(=O)NCCc2ccc(Cl)cc2)cc1
 : 0.5	3	-8	-6	-9	9	-3	-4	5	-5
- CCCNC(=O)c1cc(C2CCCCN2S(=O)(=O)c2cn(C)cn2)on1 (stereo not given)
 : -0.5	0	1	2	-1	-5	0	/	-10	-1
- CCCNC(=O)C1(CC2CC(c3ccccc3)=NO2)CCN(C(=O)c2ccccc2)CC1 (stereo not given)
 : 1.1	3	3	-7	6	-3	1	5	-4	2
- O=c1cc(-c2ccccc2)nc2nc(-c3ccccc3)[nH]n12
 : -0.6	2	-4	4	1	0	-1	7	-6	-2
- O=C(COc1coc(CN2CCN(c3ccccc3F)CC2)cc1=O)NCC1CCCO1 (stereo not given)
 : -1.7	-2	12	2	-3	-5	-9	1	4	0
- S=C(NCc1ccco1)Nc1ccc(Cl)cc1Cl
 : -1.2	-2	4	0	0	6	2	-5	11	3
- O=C(CSc1nnc(Nc2ccccc2)s1)Nc1cccnc1Cl
 : 0.0	0	-3	1	-20	-3	7	0	-12	-1
- CC(C)(C)N(Cc1ccc2c(c1)OCO2)C(=O)/C=C\S(=O)c1ccccc1 (stereo not given)
 : 1.0	-1	3	-3	3	-3	0	-6	-1	1
- CCOC(=O)N1CCc2c(sc(NC(=O)C3=COCCO3)c2C(N)=O)C1
 : -2.0	-4	3	5	14	-3	-3	-1	2	-1
- COC(=O)c1sccc1NC(=O)c1cc(-c2ccc(C)cc2)nc2ccccc12
 : -1.3	0	0	-3	-8	-2	7	-9	5	-4
- COc1cc(C2=NOC(C(=O)NCc3ccc(F)cc3)C2)cc(OC)c1OC (stereo not given)
 : -0.9	-2	7	5	5	-5	-5	-6	0	-1
- COCCNC(=S)N(CCc1c(C)[nH]c2ccc(C)cc12)Cc1ccco1
 : 1.6	7	0	-3	-14	-4	-4	-13	-4	0
- Cc1cccc(OCCCC(=O)Nc2ccc(Br)cc2)c1
 : 1.1	-2	8	-4	5	4	4	-30	-8	2
- CC(=O)c1ccc(NC(=O)c2cc(C)no2)cc1
 : -0.6	1	1	3	-5	-3	-1	2	1	0
- CCC1(CC)Cc2ccccc2C(CC(=O)N2CCOCC2)=N1
 : 1.1	35*	1	4	-31	0	-3	3	-3	4
- N#Cc1cccc(Cn2nnc(-c3ccccc3)n2)c1
 : -0.2	2	-3	-3	-5	9	-3	-9	-6	-3
- CN(CC1COc2ccccc2O1)C(=O)c1ccc(Cl)c(S(=O)(=O)N2CCCCCC2)c1 (stereo not given)
 : -2.6	6	5	-13	-5	-4	5	-17	1	0
- CCCCn1c(=O)cc(N2CCOCC2)[nH]c1=O
 : -0.2	13	-9	5	-5	-10	1	-3	-2	-6
- COc1cccc(NC(=O)C2CCCN(S(=O)(=O)c3ccc(-n4cnnn4)cc3)C2)c1 (stereo not given)
 : 0.8	-3	1	0	14	-3	-3	-12	-5	6
- Cc1nc2ccc(NC(=O)c3sccc3C)cc2s1
 : -1.0	1	4	-3	3	2	0	-2	9	-4
- CCOC(=O)CN1C(=O)NC(C)(c2ccc(OC(F)F)cc2)C1=O (stereo not given)
 : 0.3	1	-7	-3	-1	1	-3	2	1	-1
- O=[N+]([O-])c1ccc(Cl)c(/C=N/NC(=S)Nc2ccccc2)c1
 : -1.8	1	-2	-2	-7	-6	3	5	-3	4
- O=C(CNC(=O)c1ccccc1)NCc1nc2ccccc2[nH]1
 : -1.5	4	1	8	2	-2	0	1	4	-4
- CCOc1cc(Cl)c(S(=O)(=O)NCc2ccccn2)cc1Cl
 : 0.4	1	4	0	-2	0	-1	-2	2	0
- CC1(C)Cc2ccccc2C(N/N=C/c2cccc(F)c2)=N1
 : 0.2	0	1	0	3	-1	-4	-3	-5	-3
- Cc1cc(NS(=O)(=O)c2ccc(N3C(=O)C4C5C=CC(C5)C4C3=O)cc2)nc(C)n1 (stereo not given)
 : -0.5	4	-3	-10	-14	-4	0	2	-2	-7
- CCOC(=O)Cc1csc(NC(=O)CN2CCN(CC)CC2)n1
 : -1.9	-5	-3	-4	-4	-4	3	1	6	-3
- CC(=O)Nc1ccc(NC(=O)C(C)OC(=O)c2ccc(S(=O)(=O)N3CCCCCC3)cc2)cc1 (stereo not given)
 : 1.5	-2	-30	-1	-5	1	0	-6	2	-1
- CCC(CO)n1c(SCc2cc(=O)oc3cc(C)ccc23)nc2ccccc2c1=O (stereo not given)
 : 0.5	77*	-4	-17	2	-2	-4	-30	7	0
- O=C(COC(=O)CNC(=O)c1ccccc1F)Nc1ccc2[nH]c(=O)[nH]c2c1
 : -0.7	0	3	4	2	4	0	3	0	1
- Clc1ccc(CSc2nnc(/C=C/c3ccccc3)o2)c(Cl)c1
 : -0.6	2	0	-2	-1	-3	-4	-4	-7	-4
- COc1ccc(OC)c(NC(=O)COC(=O)Cc2ccsc2)c1
 : -1.4	1	3	0	4	3	0	-8	7	0
- O=C(COC(=O)c1c2c(nc3ccccc13)/C(=C/c1ccco1)CC2)NC1CCCC1
 : 1.0	35*	27*	51*	0	-36	68*	60*	23*	39*
- CCCNC(=O)C1(C)CCCN(C(=O)c2ccc3ccccc3c2)C1 (stereo not given)
 : 2.1	-1	4	4	-5	-8	0	/	6	-3
- COc1cccc(-c2nn(C)c3sc(C(=O)NCc4ccc5c(c4)OCO5)cc23)c1
 : 0.5	3	-98	-78	1	-5	12	-73	-6	-2
- Cc1occc1-c1nnc(SCC(=O)NCc2ccc3c(c2)OCO3)n1CC(C)C
 : -1.2	1	0	0	9	-5	-8	12	-1	0
- COc1cccc(NC(=O)CN2CCN(CC(=O)Nc3ccc(F)cc3)CC2)c1
 : -1.5	1	1	-2	-11	3	5	-1	3	-3
- Cc1ccc(C)c(NC(=S)N2CCCCCC2)c1
 : -2.8	1	-5	2	1	0	-4	-6	3	0
- O=C(Nc1ccccc1)Nc1nnc(CSCc2ccccc2Cl)s1
 : -1.0	0	2	-1	-4	2	25	-7	5	3

Reformatted: eleven of the compounds above.
molecule	PG9 binder	PRMT1 FP inh	SIAE inh	mABHD4 FP	TDP2 inh	Rev-erbA mod	rCAG RNA binder	HTRA1 inh	TCR CD3 inh	LEDGF integ inh
CCC(CO)n1c(SCc2cc(=O)oc3cc(C)ccc23)nc2ccccc2c1=O (stereo not given)	0.5	77*	-4	-17	2	-2	-4	-30	7	0
O=C(COC(=O)CNC(=O)c1ccccc1F)Nc1ccc2[nH]c(=O)[nH]c2c1	-0.7	0	3	4	2	4	0	3	0	1
Clc1ccc(CSc2nnc(/C=C/c3ccccc3)o2)c(Cl)c1	-0.6	2	0	-2	-1	-3	-4	-4	-7	-4
COc1ccc(OC)c(NC(=O)COC(=O)Cc2ccsc2)c1	-1.4	1	3	0	4	3	0	-8	7	0
O=C(COC(=O)c1c2c(nc3ccccc13)/C(=C/c1ccco1)CC2)NC1CCCC1	1.0	35*	27*	51*	0	-36	68*	60*	23*	39*
CCCNC(=O)C1(C)CCCN(C(=O)c2ccc3ccccc3c2)C1 (stereo not given)	2.1	-1	4	4	-5	-8	0	/	6	-3
COc1cccc(-c2nn(C)c3sc(C(=O)NCc4ccc5c(c4)OCO5)cc23)c1	0.5	3	-98	-78	1	-5	12	-73	-6	-2
Cc1occc1-c1nnc(SCC(=O)NCc2ccc3c(c2)OCO3)n1CC(C)C	-1.2	1	0	0	9	-5	-8	12	-1	0
COc1cccc(NC(=O)CN2CCN(CC(=O)Nc3ccc(F)cc3)CC2)c1	-1.5	1	1	-2	-11	3	5	-1	3	-3
Cc1ccc(C)c(NC(=S)N2CCCCCC2)c1	-2.8	1	-5	2	1	0	-4	-6	3	0
O=C(Nc1ccccc1)Nc1nnc(CSCc2ccccc2Cl)s1	-1.0	0	2	-1	-4	2	25	-7	5	3

A portion of the library; count on the stated rates, not on these rows.
